Screens from PubChem.
M1 PAM: positive allosteric modulators of human M1 muscarinic receptor. P11229. CHO-K1 hM1, Fluo-8 calcium fluorescence, ACh EC20; 0% = ACh EC20, 100% = maximal ACh. activation, % at 3 µM. 360,000 compounds, 0.088% hits. AID 588819; in the data active = activation above about 19%, passing the limit was not always enough
M1 antag: antagonists of human M1 muscarinic receptor | CHO-K1 hM1, Fluo-8 calcium fluorescence, ACh EC80 antagonist | inhibition, % at 3 µM | 360,000 compounds, 1.3% hits | AID 588852;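 active = percent inhibition above its own plate's cutoff, namely the mean of that plate's compound wells plus 3 SD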;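 note: peak over basal fluorescence ratio during 140 s after agonist addition; 0% = ACh EC80 plus DMSO and 100% = DMSO alone without agonist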
CHO parental Ca: counter-screen: ATP calcium response change in parental CHO cells. parental CHO-K1, ATP-induced calcium, Fluo-8 fluorescence. inhibition, % at 5.6 µM. 330,000 compounds, 0.63% hits;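 active = inhibition above that plate's mean sample inhibition plus 3 SD, cut at about 26% in these data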;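 note: 0% = ATP-challenged DMSO wells and 100% = DMSO wells without ATP; some compounds past the cut are filed as inactive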
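Test system: untransfected parental CHO cell line. Compound: one dose, 5.6 µM nominal. Detection: intracellular calcium via Fluo-8 no-wash fluorescent dye. Measure: % inhibition. Benchmarks: ATP-challenged DMSO wells low, unchallenged DMSO wells high.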
M4 ag: agonists of human muscarinic M4 receptor (CHRM4); AID 624127; CHO-K1 hM4/Gqi5, Fluo-8 calcium fluorescence; vehicle 0%, full acetylcholine response 100%; activation, % at 3 µM; 360,000 compounds, 0.14% hits; P08173;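 active = activation above the run mean over all test wells plus 3 SD, cut at about 32% in these data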;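 note: peak over basal fluorescence ratio per well then scaled between controls; 0% = DMSO wells and 100% = acetylcholine at EC100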
Target sequence (P08173 whole entry, looked up): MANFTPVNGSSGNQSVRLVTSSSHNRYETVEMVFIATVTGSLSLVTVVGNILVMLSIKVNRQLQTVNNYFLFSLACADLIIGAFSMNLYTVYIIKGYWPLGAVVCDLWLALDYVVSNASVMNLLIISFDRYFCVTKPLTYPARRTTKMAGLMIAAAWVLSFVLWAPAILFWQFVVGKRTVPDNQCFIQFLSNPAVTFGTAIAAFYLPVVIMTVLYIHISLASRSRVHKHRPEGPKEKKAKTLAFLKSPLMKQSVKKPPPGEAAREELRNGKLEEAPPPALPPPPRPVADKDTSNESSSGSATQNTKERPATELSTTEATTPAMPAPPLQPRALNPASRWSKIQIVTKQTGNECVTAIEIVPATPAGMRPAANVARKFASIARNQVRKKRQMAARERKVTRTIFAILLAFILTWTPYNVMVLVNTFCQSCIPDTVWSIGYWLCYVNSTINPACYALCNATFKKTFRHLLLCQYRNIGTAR
CHO-K1 Ca antag: counter-screen for M1 antagonists: effect in parental CHO-K1 cells | ATP-induced calcium, Fluo-8 fluorescence | inhibition, % at 3 µM | 360,000 compounds, 0.6% hits | AID 602250;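 active = inhibition above a per-plate cutoff, the plate's mean sample inhibition plus 3 SD, cut at about 24% in these data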;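 note: 0% = DMSO plus EC80 ATP and 100% = DMSO alone without ATP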
OXTR potentiator: human OXTR potentiation | activation, % at 3 µM | AID 2445 | 320,000 compounds, 0.061% hits | CHO-OTR cells, Fluo-8 calcium fluorescence, potentiator mode; 0% = oxytocin EC15, 100% = EC100 | P30559;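 active = activation above that plate's cutoff, the mean activation of tested compounds plus 3 SD, cut at about 6.6% in these data, passing the limit was not always enough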;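 note: 100% uses oxytocin at 75 nM as the full agonist control; some results filed as inactive read as strong as hits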
Target sequence (P30559 whole entry, looked up): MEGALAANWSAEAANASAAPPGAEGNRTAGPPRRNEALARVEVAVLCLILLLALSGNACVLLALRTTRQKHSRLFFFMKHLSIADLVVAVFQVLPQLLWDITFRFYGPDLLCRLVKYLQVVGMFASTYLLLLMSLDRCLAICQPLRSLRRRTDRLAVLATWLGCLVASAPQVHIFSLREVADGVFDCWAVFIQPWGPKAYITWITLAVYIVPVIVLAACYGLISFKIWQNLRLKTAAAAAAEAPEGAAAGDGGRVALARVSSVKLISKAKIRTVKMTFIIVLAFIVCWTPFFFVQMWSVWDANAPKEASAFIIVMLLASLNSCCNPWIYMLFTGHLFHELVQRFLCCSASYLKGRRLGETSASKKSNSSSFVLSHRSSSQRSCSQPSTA
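Assay system: CHO cell line stably expressing human OTR. Reagent: EC15 oxytocin agonist. Dosing: single dose, 3.0 µM nominal final compound concentration. Timing: compound 6 min at room temperature before oxytocin, 100 s read. Signal: kinetic Fluo-8 calcium fluorescence. Controls: oxytocin EC15 low and EC100 high.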
M4 antag: antagonists of human muscarinic M4 receptor (CHRM4) | inhibition, % at 3 µM | 360,000 compounds, 0.73% hits | AID 624125 | CHO-hM4 cells, ACh EC80, Fluo-8 calcium fluorescence;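 active = inhibition above its plate's cutoff, the mean inhibition of sample wells plus 3 SD, cut at about 27% in these data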;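 note: 0% = acetylcholine EC80 with DMSO and 100% = DMSO without agonist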
M1 ag parental: nonselective activator or artifact in parental CHO-K1 cells. Fluo-8 calcium fluorescence; scaled to maximal ATP response, vehicle zero. activation, % at 3 µM. 360,000 compounds, 0.48% hits. AID 602248; in the data active = activation above about 15%;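 note: untransfected CHO-K1 host cells lacking M1 receptor as counterscreen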
M1 ag: activates human CHRM1 receptor; activation, % at 3 µM; CHO-K1 hM1, Fluo-8 calcium fluorescence, agonist mode; 0% DMSO, 100% acetylcholine EC100; P11229; AID 588814; 360,000 compounds, 0.33% hits;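 active = activation above the run's mean compound activation plus 3 SD, cut at about 16% in these data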;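 note: peak over basal fluorescence ratio within a 140 s kinetic read after compound addition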
Active calls of the source: *; / = no result given.

SMILES	M1 PAM	M1 antag	CHO parental Ca	M4 ag	CHO-K1 Ca antag	OXTR potentiator	M4 antag	M1 ag parental	M1 ag
Cc1nc(-c2ccc(S(=O)(=O)Nc3ccc(Br)cc3F)cc2)co1	-1	-1	-6	6	-10	-14	-6	4.4	0
O=C(Nc1ccc(S(=O)(=O)N2CCCCC2)cc1)c1ccc(=O)[nH]c1	12	-11	-4	1	-16	-3	-5	0.0	-2
Cc1cccc(S(=O)(=O)NC(=O)C2(C)CCN2C(=O)CCc2ccccc2)c1 (stereo unspecified)	6	-9	/	1	-14	/	-5	1.0	-4
COc1cc(NS(=O)(=O)c2ccc(C)cc2)c2ncccc2c1	2	11	23	1	8	-3	26	0.3	-4
CC1=NN(C(=O)c2cccnc2)C(O)(C(F)(F)F)C1 (stereo unspecified)	1	-1	-11	0	5	-9	-1	0.1	-3
CCCCn1c(CN2CCN(C(=O)OCC)CC2)nc2c1c(=O)[nH]c(=O)n2C	11	-2	-14	1	-5	-2	8	-0.1	-7
O=C(N/N=C/c1coc2ccccc2c1=O)c1cc2ccccc2o1	4	-3	-6	1	-4	-5	-1	0.9	-6
COc1ccc(-c2nc3n(n2)C(c2ccncc2)C(C(N)=O)=C(C)N3)cc1 (stereo unspecified)	5	-7	-1	0	-7	-9	-7	0.1	0
CCC1CCCCN1CCCNC(=O)c1ccc(/C=C2/Sc3ccccc3NC2=O)cc1 (stereo unspecified)	-1	3	-13	7	20	-3	10	1.7	-6
CCOC(=O)c1sc(C)c2c(=O)n(CCc3ccccc3)nnc12	12	-15	-16	1	-9	3	6	0.1	-2

One compound at a time (already shown). Values in the order: M1 PAM	M1 antag	CHO parental Ca	M4 ag	CHO-K1 Ca antag	OXTR potentiator	M4 antag	M1 ag parental	M1 ag
CCC1CCCCN1CCCNC(=O)c1ccc(/C=C2/Sc3ccccc3NC2=O)cc1 (stereo unspecified) across the screens: -1	3	-13	7	20	-3	10	1.7	-6
CC1=NN(C(=O)c2cccnc2)C(O)(C(F)(F)F)C1 (stereo unspecified) across the screens: 1	-1	-11	0	5	-9	-1	0.1	-3
COc1cc(NS(=O)(=O)c2ccc(C)cc2)c2ncccc2c1 across the screens: 2	11	23	1	8	-3	26	0.3	-4
Cc1cccc(S(=O)(=O)NC(=O)C2(C)CCN2C(=O)CCc2ccccc2)c1 (stereo unspecified) across the screens: 6	-9	/	1	-14	/	-5	1.0	-4
CCOC(=O)c1sc(C)c2c(=O)n(CCc3ccccc3)nnc12 across the screens: 12	-15	-16	1	-9	3	6	0.1	-2

Continuation.
SMILES	M1 PAM	M1 antag	CHO parental Ca	M4 ag	CHO-K1 Ca antag	OXTR potentiator	M4 antag	M1 ag parental	M1 ag
O=C(COC(=O)/C=C/c1cnc2ccccc2n1)NCC(F)(F)F	2	-19	-15	1	-6	-1	5	0.2	-2
COc1cc(/C=C2/SC(=S)N(Cc3ccccc3)C2=O)cc(Cl)c1O	-4	23	67*	16	3	-23	18	5.9	25*
COC(=O)c1[nH]c2ccccc2c1NC(=O)CN1CCN(C/C=C/c2ccccc2)CC1	-16	14	-19	7	-9	-8	15	6.9	-7
CCN(CC)c1ccc2cc(-c3nnc(-c4ccccc4)o3)c(=O)oc2c1	-20	15*	23	11	23	-17	4	28*	108*
COCCn1c(-c2ccc(-c3ccc([N+](=O)[O-])cc3Br)o2)nc2c1c(=O)[nH]c(=O)n2CC(C)C	2	-4	-18	2	5	-5	4	0.6	-1
O=C(N/N=C/c1ccc2nccnc2c1)c1cccc([N+](=O)[O-])c1	10	-13	4	0	-11	-11	6	1.1	1
COc1ccc(C(=O)OCC(=O)NCCc2ccc(F)cc2)cc1S(=O)(=O)N1CCOCC1	-7	33*	-16	1	-11	-6	9	0.2	-6
Fc1cccc(CSc2ccc(-c3ccco3)nn2)c1	8	-3	-11	-2	-20	-7	-6	1.4	-6
O=C(NCc1ccco1)C1CCCN1C(=O)Nc1ccccc1 (stereo unspecified)	12	-7	-9	1	-8	-11	-4	1.7	-2
CCn1c(COc2ccccc2OC)nnc1SCC#N	6	-4	-14	2	-7	3	-10	0.2	-1
COc1ccc(CCNC(=O)c2ccccc2OCc2c(C)noc2C)cc1	11	-6	-27	3	-13	-3	2	1.1	-2
Cc1ccc(Sc2ncccc2C(=O)O)c(C)c1	6	-7	-6	1	-8	-3	-3	0.4	-5
CCOC(=O)c1[nH]c2ccccc2c1NC(=O)COC	6	-6	-10	1	-5	-3	-3	0.2	-6
COc1ccc(-n2c(SCC(=O)Nc3ccc(NC(C)=O)cc3)nc3ccccc3c2=O)cc1	-6	13	-4	20	1	-6	6	6.4	-4
Cc1nnc(SCCC(C)C)[nH]c1=O	4	-8	7	0	-9	-11	-2	-0.1	-3
COc1ccc(S(=O)(=O)Nc2ccncc2)c(C)c1C	5	-1	6	7	-7	-3	5	0.7	-5
CCN1CCN(c2ccc(S(=O)(=O)N3CCCCC3)cc2NC(=O)/C=C/c2cccc(OC)c2OC)CC1	2	2	-21	3	-1	-7	-4	1.4	-6
Clc1ccc2nc(-c3ccco3)c(Cc3ccccc3)n2c1	15	-22	/	0	3	/	-8	-0.6	3
COc1ccc(C2=NOC(Cn3nc(-c4ccccc4C)cc3C(=O)O)C2)cc1 (stereo unspecified)	13	-4	-9	0	-5	-5	3	-0.4	2
COc1ccc(NC(=O)C2=CC(c3ccco3)=NS(=O)(=O)N2C)cc1	-4	6	-6	2	7	-14	2	-0.3	-3
COc1ccc(S(=O)(=O)CC(=O)c2cc3cccc(C)c3oc2=O)cc1	0	-2	-16	3	-20	-12	-24	-0.2	-1
COc1ccccc1CNC(=O)CN1CCC(NC(=O)c2ccccc2F)CC1	9	-7	-5	1	-2	-6	7	0.5	-5
O=C(CSc1nc(C(F)(F)F)cc(=O)[nH]1)N1CCCCCC1	9	-12	-4	1	-9	1	-2	0.5	0
O=C1CCC([N+](=O)[O-])C(c2ccc(Cl)cc2Cl)N1 (stereo unspecified)	5	-8	-10	0	-10	-17	-7	0.3	-4
Cc1cc(OCc2cc(C(=O)N(C)C3CCOCC3)no2)cc(C)c1Cl	2	-1	-1	15	-5	-14	2	4.7	0
Fc1cccc(CCN2CCNC[C@@H]2c2ccccc2)c1	13	-22	-11	2	-2	0	-9	1.5	-1
CCC(=O)N1CCN(c2ccc(Cl)cc2NC(=O)Cc2ccccc2)CC1	2	-35	-27	2	-9	-13	-4	0.4	-5
Cc1ccc(C)c(N2N=C(C(=O)Nc3ccccc3N3CCOCC3)CCC2=O)c1	2	-3	-21	7	-13	3	-7	1.2	-5
CCCCCOC(=O)C1=C(C)Nc2nnnn2C1c1ccc(OC)c(OC)c1OC (stereo unspecified)	4	0	-28	-2	-20	3	-16	1.1	0
COc1ccc(C(=O)OCC(=O)NCc2ccc3c(c2)OCO3)cc1[N+](=O)[O-]	0	5	-12	2	6	-2	-4	2.2	-4
COc1ccc(S(=O)(=O)N(CC(=O)NN=C2CCN(C)CC2)c2cc(Cl)ccc2OC)cc1OC	-8	12	-16	12	-6	-11	4	1.3	-6
N#CC(=C=[N-])/C=C(\C(=O)c1ccccc1)[n+]1ccccc1	8	-10	-5	1	-9	-4	1	6.9	-3
Nc1ccccc1C(=O)Nc1cccc(C(=O)O)c1	-4	8	-14	0	9	0	7	0.0	-3
Cc1ccc(C(=O)/C=C/c2cn(CC(O)CN3CCOCC3)c3ccccc23)cc1 (stereo unspecified)	6	2	3	11	1	-8	-2	16*	-6
Cc1noc(C)c1COc1cccc(C(=O)OC(C)C(=O)Nc2ccc3c(c2)OCO3)c1 (stereo unspecified)	-10	4	-2	10	-9	-8	0	9.0	-4
Cc1nc(NC(=O)CSc2nc3cccnc3n2Cc2ccccc2)sc1C	-5	-15	8	2	-7	-5	-3	0.1	-4
O=C(NCc1ccccc1)c1cccnc1Sc1ccccc1	5	-8	-10	1	-2	-17	-4	0.3	-2
COc1cc2c(cc1OC)CN(C(=O)c1cc(C3CC3)nn1-c1ccccc1)CC2	-7	9	-26	4	-12	-2	17	3.6	-7
CC(=O)NCCNc1nc2cc(-c3ccccc3)sc2c(=O)n1C	5	-12	/	3	-16	/	-22	1.1	-2
COc1ccccc1-n1c(SCC(=O)O)nc2c(sc(=S)n2-c2ccc(Cl)c(C)c2)c1=O	4	7	8	0	-13	-8	-3	-0.3	-6
CCCCn1c(N)c(N(CC(C)C)C(=O)c2c(-c3ccccc3)noc2C)c(=O)[nH]c1=O	-3	7	-11	0	-2	-10	-1	0.8	-2
O=C(NCc1cccnc1)c1csc([C@@H]2C[C@H](O)[C@@H](CO)O2)n1	-3	5	/	0	20	/	5	0.0	-2
O=C(c1cnn2ccccc12)N1CCN(C2CCCCC2)CC1	6	-2	-14	1	0	-5	-7	-0.1	-10
O=c1ccn([C@@H]2O[C@H](CNCc3ccc(-n4cccn4)cc3)[C@@H](O)[C@H]2O)c(=O)[nH]1	7	-15	/	1	-12	/	-27	0.2	-1
CSc1nc(=NC(C)=O)ss1	-6	16	-4	0	4	0	3	0.2	-2
CNC(=O)CSc1nc(N)c2c3c(sc2n1)CCC3	9	6	-8	0	-5	-7	2	-0.4	3
C/C(=N\NC(=O)c1ccccc1F)c1ccc(C#N)cc1	3	0	-8	2	3	-3	-1	-0.1	-2
O=C(CNC(=O)c1ccccc1Cl)c1ccccc1	9	-13	-10	2	-7	-6	-10	0.6	-2
CSc1ccc(/C=C(\NC(=O)c2ccco2)C(=O)N2CCCCC2)cc1	14	-9	/	3	-3	/	-8	1.7	2
O=C(Nc1nccs1)c1ccc(Cl)c([N+](=O)[O-])c1	-6	16	-12	3	21	-10	4	1.0	-3
Next structures:
SMILES	M1 PAM	M1 antag	CHO parental Ca	M4 ag	CHO-K1 Ca antag	OXTR potentiator	M4 antag	M1 ag parental	M1 ag
Cc1ccc(C)c(S(=O)(=O)N2CCN(C(=O)Cn3c(=O)cnc4ccccc43)CC2)c1	0	9	-16	5	-1	-3	9	0.7	-2
O=C(Nc1ccc(N2CCCC2)c(Cl)c1)c1ccccc1[N+](=O)[O-]	0	-1	-9	1	1	-13	-9	0.4	-7
O=C(COC(=O)c1ccc(Br)o1)Nc1nc2ccccc2s1	-10	12	-8	1	3	-6	4	0.4	-4
COc1cccc(C(=O)N=c2sc3cc(S(C)(=O)=O)ccc3n2C)c1	6	-5	6	1	20	-19	3	0.6	-5
O=C(/C=C/c1ccc(Cl)cc1Cl)NCc1ccco1	6	-11	-7	4	-3	-7	1	2.5	-2
O=C(CS(=O)(=O)c1ccccc1)Nc1cccnc1	7	-7	-12	1	-16	-6	-11	1.1	-2
COCCN(CCOC)C(=S)Nc1cc(S(=O)(=O)N(C)C)ccc1C	-2	-1	2	1	-10	-2	3	0.9	-5
COc1ccc(/C=C/C(=O)N2CCCc3ccccc32)c(OC)c1	-2	-3	-23	7	-21	-10	-10	0.6	-6
O=[N+]([O-])c1ccc2oc(C(O)c3cccc(Cl)c3)cc2c1 (stereo unspecified)	8	-13	15	1	3	-20	6	-0.3	-6
O=C(CCc1cnccn1)NC1CCCc2c1cnn2-c1ccc(F)cc1F (stereo unspecified)	7	-4	-13	1	6	-5	3	12	-7
